Screens: PubChem BioAssay, University of Kansas High Throughput Screening Laboratory
Pf apPOL block – Pf-apPOL DNA polymerase inhibition; Recombinant Pf-apPOL, molecular beacon fluorescence, 1.5 h; inhibition, % at 10 µM; 210,000 tested, 0.25% active; AID 1794808
mHTT CaM bind – mHTT-calmodulin interaction abrogation | P42858 | AlphaScreen His-mHTT/GST-CaM binding, luminescence | inhibition, % at 15 µM | 190,000 tested, 3.6% active | AID 1671202;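 note: 0% = both proteins with DMSO and 100% = one protein alone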
Starred values were filed as active, the others as inactive; i = inactive; / = not tested or not shown; & = joins results of further samples. Cut-off read from the data, not from the text of the source: active = inhibition above about 50%; inactive = the rest. Some of the compounds tested; the hit share may differ from the screen's.

mol	Pf apPOL block	mHTT CaM bind
Cc1oc(C2CCN(C(=O)C3CCC3)CC2)nc1C(=O)N1CCOCC1	-4	0
COC(=O)C1=C(N)Oc2c(oc(CO)cc2=O)C1c1ccc2c(c1)OCO2 (configuration not stated)	-4	1
CN1CCN(c2nc3ccccc3nc2NS(=O)(=O)c2ccc(Br)cc2)CC1	3	36
O=C(Nc1ccc(C(=O)N2CCOCC2)cc1)c1ccccc1	-4	14
O=C1CSC(c2cccc([N+](=O)[O-])c2)N1c1ccc(Oc2ccccc2)cc1 (configuration not stated)	0	78*
Cc1ccc(NC(=O)CCCN2C(=O)c3cccnc3C2=O)c(Br)c1	-52	1
COc1ccc(C2=CC(c3ccc(Cl)cc3Cl)n3ncnc3N2)cc1OC (configuration not stated)	3	45
Cn1cccc1C(CNC(=O)C12CC3CC(CC(C3)C1)C2)N1CCCC1 (configuration not stated)	-7	6
CCc1ccccc1NC(=O)c1cc2ccccc2o1	0	-11
CCc1cccc(C)c1NC(=O)COc1ccc(Cl)cc1C	0	-5
CN(Cc1ccccc1)C(=O)c1ccc(-c2ccc3c(c2)OCCO3)s1	-2	-21
COc1ccccc1C(=O)Nc1c2c(nn1-c1cc(C)cc(C)c1)CSC2	-14	4
O=C(/C=C/c1ccc(Cl)cc1)Nc1cccc(C(F)(F)F)c1	0	-73
Cc1c(C(=O)NCC2CCCO2)oc2ccc(S(=O)(=O)N3CCCCCC3)cc12 (configuration not stated)	1	5
CCCc1cc(SCC(=O)Nc2ccccc2C(F)(F)F)ncn1	-14	-24
Cc1cccc(NC(=O)N2CCC(n3cnc4ccccc4c3=O)CC2)c1	-1	-4
Cc1ccccc1-n1c(SCC(=O)Nc2ccc3c(c2)OCCO3)nc2[nH]ncc2c1=O	-21	16
COc1cc(N2C(=O)CSC23C(=O)Nc2ccccc23)cc(OC)c1OC (configuration not stated)	-1	-6
CSc1ccccc1N1C(=O)NC2CC1(C)Oc1ccc(Cl)cc12 (configuration not stated)	-5	10
CN(C)c1ccc(/C=c2\sc3nc(-c4ccccc4)nn3c2=O)cc1	-3	2

Complete entries, quoted from the list. Screens in order: Pf apPOL block	mHTT CaM bind
CSc1ccccc1N1C(=O)NC2CC1(C)Oc1ccc(Cl)cc12 (configuration not stated) is listed with -5	10
Cc1ccccc1-n1c(SCC(=O)Nc2ccc3c(c2)OCCO3)nc2[nH]ncc2c1=O is listed with -21	16

(cont.)
mol	Pf apPOL block	mHTT CaM bind
O=C1S/C(=C\c2ccc(F)cc2)C(=O)N1CNc1cccc(Cl)c1	-4	21
FC(F)(F)c1ccc2c(c1)nc(SCc1ccccc1)n2CCc1ccccc1	-13	/
Cc1ccc(S(=O)(=O)Nc2ccccc2CNc2nc3ccccc3n2C)cc1	5	0
O=[N+]([O-])c1ccc(SC2=NCCS2)c([N+](=O)[O-])c1	-1	/
Fc1ccc(C2=Nn3c(nnc3-c3cccnc3)SC2)cc1	-4	-5
O=C(O)C1CCCCC1C(=O)Nc1cccnc1 (configuration not stated)	-6	5
CC1(C)COC(c2ccccc2COC(=O)c2ccc(C(C)(C)C)cc2)=N1	4	/
CC(C)Cc1ccc2c(N)c(C(=O)O)sc2n1	-6	11
COc1cccc(C(=O)Nc2nnc(CCS(=O)(=O)c3cc(Cl)ccc3Cl)s2)c1	-7	3
c1ccc(-c2nnc(CN3CCc4ccccc4C3)o2)cc1	-4	1
Cc1cccnc1-n1c(CCN2C(=O)c3ccccc3C2=O)nc2ccccc2c1=O	6	6
CC1(CNC(=O)COc2ccccc2)C2CC3CC(C2)CC1C3 (configuration not stated)	-8	-13
Cc1nc(CCNC(=O)C2CCN(C(=O)c3ccc(Br)cc3)CC2)cs1	3	-1
CN(C)c1ccc(N=C2C=CC(=O)C=C2)cc1	/	95*
O=C(CCS(=O)(=O)c1ccc(Br)s1)Nc1ccc(C(F)(F)F)cc1	-4	-13
COc1cc(NC(=O)N2CCCC2c2ccccc2C)cc(OC)c1OC (configuration not stated)	-1	-1
N#Cc1cnc2ccc(F)cc2c1N1CCC(C(=O)Nc2cc(F)ccc2F)CC1	2	-11
COc1cc2c(cc1[N+](=O)[O-])CCCC2	-1	-8
O=C(COCC(=O)Nc1nc2c(F)cccc2s1)Nc1nc2c(F)cccc2s1	-5	-13
COCc1cc(=O)n2c(n1)N(Cc1ccc(F)cc1Cl)CC2	-4	-7

Four of these compounds in another layout.
> CN(C)c1ccc(N=C2C=CC(=O)C=C2)cc1
  Pf apPOL block: / | mHTT CaM bind: 95*

> Cc1nc(CCNC(=O)C2CCN(C(=O)c3ccc(Br)cc3)CC2)cs1
  Pf apPOL block: 3 | mHTT CaM bind: -1

> COCc1cc(=O)n2c(n1)N(Cc1ccc(F)cc1Cl)CC2
  Pf apPOL block: -4 | mHTT CaM bind: -7

> O=C(COCC(=O)Nc1nc2c(F)cccc2s1)Nc1nc2c(F)cccc2s1
  Pf apPOL block: -5 | mHTT CaM bind: -13

The listing picks up; the 4 compounds before the break are reprinted first.
mol	Pf apPOL block	mHTT CaM bind
N#Cc1cnc2ccc(F)cc2c1N1CCC(C(=O)Nc2cc(F)ccc2F)CC1	2	-11
COc1cc2c(cc1[N+](=O)[O-])CCCC2	-1	-8
O=C(COCC(=O)Nc1nc2c(F)cccc2s1)Nc1nc2c(F)cccc2s1	-5	-13
COCc1cc(=O)n2c(n1)N(Cc1ccc(F)cc1Cl)CC2	-4	-7
c1cc(-c2nnc3n2N=C(c2ccc4c(c2)OCO4)CS3)ccn1	/	-1
CCCn1cnnc1C1CCCN(C(=O)c2ccc(C)c(F)c2)C1 (configuration not stated)	3	6
O=C(NC1C2CC3CC(C2)CC1C3)c1ccc(N2CCOCC2)c([N+](=O)[O-])c1 (configuration not stated)	3	-6
COc1ccc(C(=O)NC2CCN(c3ccc(C)cc3)C2=O)cc1 (configuration not stated)	-3	1
COC(OC)C12c3ccccc3C(c3ccccc31)C1C(=O)N(CCc3ccccc3)C(=O)C12 (configuration not stated)	-7	39
CC(C)NC(=O)c1ccc(-c2nc3ccccc3n(C)c2=O)cc1	0	-4
N#Cc1cc2c(=O)n3ccccc3nc2n(CCc2ccccc2)c1=N	9	-2
CC1=NN(c2cccc(Cl)c2)C(=O)/C1=C/c1ccc(-c2cc([N+](=O)[O-])ccc2O)o1	-3	92*
COc1ccc(NC(=O)c2cccc3[nH]cc(CN4CCSCC4)c23)cc1	-4	24
CSc1nc2c(c(=O)n1-c1ccc([N+](=O)[O-])cc1)SCC2	1&-6	-13&5
CCOc1ccc(N2C(=O)CSC2c2ccccc2)cc1 (configuration not stated)	2	-3
Cc1ccc(CNC(=O)C2CCCN(c3nnc4cccc(C)n34)C2)cc1 (configuration not stated)	4	-2
CCCNc1cc(N2CCCC(CCC(=O)NCc3ccc(F)cc3F)C2)ncn1 (configuration not stated)	-4	2
Cc1cccc(C(=O)N2CCC(n3c(C)nc4cccnc43)C2)c1 (configuration not stated)	-3	-2
Cc1ccc(-c2nc(C3CCN(S(=O)(=O)c4ccc(Cl)s4)CC3)no2)cc1	-2	2
Brc1ccccc1NCc1ccncc1	2	0
CCc1c(C)nc2ccc(OC)cc2c1SCCC(=O)O	3	3
Cc1ccc(NC(=O)CSc2n[nH]c(-c3ccccc3)n2)cc1	0	1
COc1ccc(C2CC(=O)C3=C(C2)Nc2ccccc2NC3c2ccsc2)cc1 (configuration not stated)	-2	25
CCCCS(=O)(=O)N1CCc2nc[nH]c2C1	2	-5
COc1ccc(-c2cn3ccn(-c4ccc(F)c(Cl)c4)c(=O)c3n2)cc1	2	-5
C=CCOc1ccccc1/C=c1\sc2nc(-c3cccs3)nn2c1=O	-3	7
CCOC(CNC(=O)C(=O)NCC1COC2(CCCC2)O1)OCC (configuration not stated)	4	-8
COc1ccc(Br)cc1/C=C1/N=C(c2cc([N+](=O)[O-])ccc2OC)OC1=O	-2	5
COc1ccccc1OCCOc1c(C)cccc1C	2	-56
CSC1CCCCC1(O)CSc1nc2c(cc1C#N)CCCC2 (configuration not stated)	0	-2
O=C(c1c(F)c(F)c(F)c(F)c1F)N1CCN(c2ccc(F)cc2)CC1	-6	-6
O=C(NCc1cc(-c2ccco2)on1)c1ccc2nsnc2c1	1	-8
O=C(O)c1nccnc1C(=O)N1CCCCCC1	5&-9	/
Nc1ccccc1C(=O)NCc1ccccn1	-5&-4	/

Other results.
Sequence of screens: Pf apPOL block, mHTT CaM bind
COc1ccc(CNC(=O)C2CC(=O)N(c3ccc4oc(C)nc4c3)C2)cc1 (configuration not stated)
    -3, 2
COc1ccc(CC(=O)Nc2sc(-c3ccccc3)cc2C(N)=O)cc1OC
    -42, 83*
O=C(Nc1ccc([N+](=O)[O-])cc1Cl)c1ccccc1O
    -3, 2
CCOc1ccc(NC(=O)N2CCC(N3CCN(Cc4ccccc4)C3=O)CC2)cc1
    -4, 12
O=C(Nc1ccc(Cl)c(Cl)c1)N1CCN(Cc2ccccc2)C1
    33, 27
Cc1c(Cl)cccc1NC(=O)CCNS(=O)(=O)c1ccc(Br)s1
    6, 1
Cc1nn(-c2ccccc2)c2c1C(c1ccc(OCc3ccccc3)cc1)C1=C(CC(C)(C)CC1=O)N2 (configuration not stated)
    -2, /
CCC(=O)N1CCc2sc(S(=O)(=O)NCc3cccc(Br)c3)cc2C1
    -4, 11
CCOc1ccc2ncc(C#N)c(N3CCC(C(=O)Nc4cccc(C)c4)CC3)c2c1
    2, 1
Cc1cc(CN(C)C)c(O)c(CCc2ccccc2)n1
    -8, -1
CCCc1cc(C2CCCN2C(=O)c2cccc(C(F)(F)F)c2)no1 (configuration not stated)
    -3, -2
O=C(NCCN1CCOCC1)c1ncn[nH]1
    /, -8
O=C1C(=Cc2ccc(-c3ccc([N+](=O)[O-])cc3Cl)o2)C(=O)c2ccccc21
    -6, 10
O=C1CSC(c2cc3c(cc2[N+](=O)[O-])OCO3)N1c1ccccc1 (configuration not stated)
    -3, 18
COc1ccccc1NC(=O)CC1Sc2ccccc2NC1=O (configuration not stated)
    3, -3
COc1cc2c(cc1C)/C(=N/OC(=O)c1cc([N+](=O)[O-])cc([N+](=O)[O-])c1)CCC2
    0, i
CC1(C)C(C=C(Cl)Cl)C1C(=O)Nc1cccnc1 (configuration not stated)
    -4, -6
O=C(Cc1ccc(F)cc1)Nc1c2c(nn1-c1cccc(Cl)c1)CS(=O)C2 (configuration not stated)
    -5, 3
CC1CCCCN1C(=O)c1ccc2c(c1)Sc1ncccc1C(=O)N2C(C)C (configuration not stated)
    0, 8
CC(=O)N1CCN(c2nc3c(s2)CC(C(=O)Nc2ccccc2)CC3)CC1 (configuration not stated)
    -1, 28
CCCCN(C)C(=O)c1cc2cc([N+](=O)[O-])cc(OC)c2oc1=O
    -4, 1
COc1ccccc1N1CCN(C(=O)CSc2ccc(Cl)cc2)CC1
    -2, 8
CCn1nccc1C(=O)N1CCCC1c1c(C)noc1C (configuration not stated)
    -2, -4
Cc1c(C(=O)Nc2ccc(Cl)cn2)sc2ncn(Cc3cccc(F)c3)c(=O)c12
    -4, -5
O=C(Nc1ccc(Cl)cc1)c1cnccc1C(F)(F)F
    -4&-3, /
COc1ccc(C2(CNC(=O)C(=O)Nc3ccc(N4CCCC4=O)c(C)c3)CCCC2)cc1
    -5, 22
O=C(NC(=S)Nc1ccccc1)c1cncc(C#Cc2ccccc2)c1
    -4, /
Cc1cc(C)cc(C(=O)N2CCN(C(=O)c3nnn4c3COC(c3ccccc3)C4)CC2)c1 (configuration not stated)
    -6, -2
O=C(C1COc2ccccc2O1)N1CCC(CCOCc2cccc(F)c2)CC1 (configuration not stated)
    -3, -20
Cc1cc(NC(=O)COc2ccccc2Cl)ccc1NC(=O)c1ccccc1
    3, -3
COc1ccc(CNC(=O)Cn2nc(C(F)(F)F)c(Cl)c2C)cc1
    1, -6
CC(=O)NC(CCS(C)(=O)=O)C(=O)Nc1cccc(Cl)c1 (configuration not stated)
    -10, -2
CC(C)NC(=O)c1ccc(OCC2CCCN2C(=O)c2cccc(F)c2)cc1 (configuration not stated)
    -5, 5
OC1(C(F)(F)F)Oc2ccccc2-c2oncc21 (configuration not stated)
    /, -5
Cc1nc2ccc(NC(=O)c3ccc(S(=O)(=O)N4CCOCC4)cc3)cc2s1
    -6, -4
CCN1CCN(C(=O)C2CCN(c3nc4ccc(-c5cccs5)nc4s3)CC2)CC1
    -4, 28
CCN(CCCNC(=O)c1nn(-c2ccccc2OC)c(=O)c2ccccc12)c1cccc(C)c1
    -1, 62*
O=C(NCCC1=CCCCC1)c1cc2cc(Cl)cc(Cl)c2oc1=O
    5&-7, 1&-2
O=C1C2CCCCC2C(=O)N1CCCn1ccnc1 (configuration not stated)
    -2, -2
COc1ccc(C2C3=C(CCCC3=O)Nc3nc(-c4ccc(N(C)C)cc4)nn32)cc1OC (configuration not stated)
    2, 80*
CC1CC(=O)N(Cc2ccc(Br)cc2)c2ccccc2N1 (configuration not stated)
    -1, -1
CCSc1ccc(NC(=O)c2ccccc2SC)cc1
    -7, 2
